procasp7 counter = procaspase-7 activators, primary screen, counter-screen for procaspase-3 activator project, biochemical, absorbance, HTS, human | Caspase-7 (Homo sapiens), P55210 | recombinant procaspase-7, Ac-DEVD-pNA absorbance 405 nm; D23A/D198A/D206A triple mutant, cannot self-cleave; scale: DMSO 0, 5 µM enzyme 100 | activation, % at 8.5 µM | 330,000 tested, 0.093% active;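 active = percent activation above the screen-wide mean plus 3 SD, cut at about 25% in these data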
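Test system: Procaspase-7 triple mutant (PC-7 D3A). Also added: Ac-DEVD-pNA substrate, 400 µM as added. Schedule: 1 h enzyme–compound preincubation and 2 h substrate reaction, both 25 °C. Signal: p-Nitroaniline absorbance at 405 nm, read at 0 and 120 min. Control set: low DMSO alone, high DMSO plus 5 µM PC-7.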
MEP2 TOR yeast = modulators of MEP2-GFP levels in yeast, primary screen, S. cerevisiae, multiplex flow cytometry, MLPCN library; S. cerevisiae MEP2-GFP strain, 3 h; 100% = DMSO control level; GFP response vs DMSO, % at 10 µM; 330,000 tested, 0.51% active; AID 2016, 2009;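 active = GFP response versus DMSO above a set limit, roughly screen mean plus 3 SD, cut at about 180% in these data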;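 also: median GFP fluorescence of the barcode-gated MEP2-GFP cells per well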
AHR act = AHR activators, primary screen, cell-based, luminescence, luciferase reporter, human | AHR-responsive luciferase reporter cells | activation, % at 5 µM | 320,000 tested, 2.5% active | AID 2796, 2010; in the data active = activation above about 47%;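 also: 0% = vehicle wells and 100% = reference agonist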
LAP4-GFP MLPCN = modulators of LAP4-GFP expression in yeast, primary screen, S. cerevisiae, multiplex flow cytometry, MLPCN library; 3 h; median GFP as percent of DMSO wells; GFP response vs DMSO, % at 10 µM; 320,000 tested, 0.34% active; AID 2023, 2009;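 active = GFP response vs DMSO above a set limit, about the screen mean plus 3 SD, cut at about 150% in these data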
proCasp3 act = activators of human procaspase-3 D3A mutant, primary screen, biochemical, absorbance, PC-3 D3A mutant, single concentration | 330,000 tested, 0.11% active | recombinant procaspase-3 D3A, Ac-DEVD-pNA absorbance 405 nm | activation, % at 8.5 µM;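 active = activation above the mean of all tested compounds plus 3 SD, cut at about 21% in these data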;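 also: 0% = DMSO alone and 100% = DMSO wells spiked with extra 5 µM PC-3 D3A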
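Evaluation: percent activation relative to control range; Material: Procaspase-3 D3A mutant, all three cleavage aspartates alanine; Compound: single dose, 8.5 µM nominal compound, 0.8% DMSO; Replication: one well per compound; Signal: absorbance at 405 nm, 0 and 120 min; Schedule: 1 h preincubation plus 2 h reaction at 25 °C.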
EBNA-1 inhibitor = EBNA-1 DNA-binding inhibitors, primary screen, biochemical, fluorescence polarization. inhibition, % at 14.8 µM. 300,000 tested, 0.34% active; in the data active = inhibition above about 28%
RPL19A TOR yeast = RPL19A-GFP expression modulators in yeast, primary screen, cell-based, S. cerevisiae, multiplex flow cytometry, MLPCN; S. cerevisiae RPL19A-GFP strain, 3 h; stronger effect = lower value; AID 2025, 2009; 330,000 tested, 0.3% active; percent response vs DMSO, % at 10 µM;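 active = percent response vs DMSO below 50%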;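 also: median channel GFP fluorescence of the barcoded RPL19A-GFP strain; ratio of sample median GFP to plate DMSO average so 100% = DMSO; lower means less RPL19A-GFP as with rapamycin TOR inhibition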
ZTA DNA inh = blocks Epstein-Barr virus ZTA, an EBNA-1 counter-screen. inhibition, % at 11 µM. ZTA-DNA binding, fluorescence polarization. 320,000 tested, 0.15% active; in the data active = inhibition above about 33%
Active calls of the source: *.

Screening O=C1C2CC=CCC2C(=O)N1c1ccc(NCCc2ccc(O)cc2)c([N+](=O)[O-])c1 (stereo unspecified) returned procasp7 counter -8, MEP2 TOR yeast 96, AHR act 5, LAP4-GFP MLPCN 93, proCasp3 act -5, EBNA-1 inhibitor 1, RPL19A TOR yeast 102 and ZTA DNA inh 2.
CN(C)C(CNC1CC(C)(C)NC(C)(C)C1)c1cccc(F)c1 (stereo unspecified) was read as procasp7 counter -3, MEP2 TOR yeast 103, AHR act -1, LAP4-GFP MLPCN 104, proCasp3 act 2, EBNA-1 inhibitor 1, RPL19A TOR yeast 99 and ZTA DNA inh -5.
COCCN1C(=O)N(c2cccc(C)c2)C(=O)C1CC(=O)Nc1cc(OC)cc(OC)c1 (stereo unspecified) was read as procasp7 counter 1, MEP2 TOR yeast 106, AHR act 12, LAP4-GFP MLPCN 100, proCasp3 act 3, EBNA-1 inhibitor 2, RPL19A TOR yeast 103 and ZTA DNA inh -28.
For COC(=O)c1c(NC(=O)CC2SC(N)=NC2=O)sc2c1CCC(C)C2 (stereo unspecified) the results were procasp7 counter 10, MEP2 TOR yeast 95, AHR act 1, LAP4-GFP MLPCN 100, proCasp3 act -6, EBNA-1 inhibitor -6, RPL19A TOR yeast 102 and ZTA DNA inh -14.
`CCOC(=O)C(CC)n1cnc2c(nnn2-c2ccc(F)cc2)c1=O` (stereo unspecified) gave procasp7 counter 4, MEP2 TOR yeast 110, AHR act 2, LAP4-GFP MLPCN 102, proCasp3 act 3, EBNA-1 inhibitor -9, RPL19A TOR yeast 93 and ZTA DNA inh -13.
`COc1ccccc1-c1cc(C(=O)N2CCN(S(=O)(=O)c3ccc(C)cc3)CC2)[nH]n1` gave procasp7 counter 7, MEP2 TOR yeast 99, AHR act -1, LAP4-GFP MLPCN 95, proCasp3 act 5, EBNA-1 inhibitor 2, RPL19A TOR yeast 96 and ZTA DNA inh -1.
For CSc1nsc(SCC(=O)Nc2cccc(C(C)=O)c2)n1 the results were procasp7 counter 7, MEP2 TOR yeast 107, AHR act 9, LAP4-GFP MLPCN 82, proCasp3 act 12, EBNA-1 inhibitor 11, RPL19A TOR yeast 97 and ZTA DNA inh -7.
Screening O=C(NC(NC(=S)Nc1ccc(Cl)c(Cl)c1)C(Cl)(Cl)Cl)c1ccco1 (stereo unspecified) returned procasp7 counter 5, MEP2 TOR yeast 108, AHR act 4, LAP4-GFP MLPCN 98, proCasp3 act -6, EBNA-1 inhibitor 9, RPL19A TOR yeast 101 and ZTA DNA inh 6.
`O=C(Nc1ccc(Cc2ccncc2)cc1)c1ccc([N+](=O)[O-])o1` gave procasp7 counter 3, MEP2 TOR yeast 99, AHR act -1, LAP4-GFP MLPCN 88, proCasp3 act 3, EBNA-1 inhibitor -15, RPL19A TOR yeast 97 and ZTA DNA inh -2.
For COc1ccc(NC(=O)COc2ccc(CNCCCN3CCOCC3)cc2OC)cc1 the results were procasp7 counter 14, MEP2 TOR yeast 112, AHR act -1, LAP4-GFP MLPCN 95, proCasp3 act -2, EBNA-1 inhibitor 10, RPL19A TOR yeast 102 and ZTA DNA inh -7.
For O=C(N=C1SC2CS(=O)(=O)CC2N1c1ccc(F)cc1)C1CC1 (stereo unspecified) the results were procasp7 counter 4, MEP2 TOR yeast 108, AHR act 2, LAP4-GFP MLPCN 95, proCasp3 act 3, EBNA-1 inhibitor 2, RPL19A TOR yeast 100 and ZTA DNA inh 1.
For COc1ccc(OC)c(C2=NOC(C(=O)Nc3cc(C)nn3-c3ccccc3)C2)c1 (stereo unspecified) the results were procasp7 counter 4, MEP2 TOR yeast 106, AHR act 2, LAP4-GFP MLPCN 104, proCasp3 act 1, EBNA-1 inhibitor -2, RPL19A TOR yeast 93 and ZTA DNA inh -4.

Part of the list above in order of count of non-hydrogen atoms, descending.
For COc1ccc(NC(=O)COc2ccc(CNCCCN3CCOCC3)cc2OC)cc1 the results were procasp7 counter 14, MEP2 TOR yeast 112, AHR act -1, LAP4-GFP MLPCN 95, proCasp3 act -2, EBNA-1 inhibitor 10, RPL19A TOR yeast 102 and ZTA DNA inh -7.
`O=C(Nc1ccc(Cc2ccncc2)cc1)c1ccc([N+](=O)[O-])o1` gave procasp7 counter 3, MEP2 TOR yeast 99, AHR act -1, LAP4-GFP MLPCN 88, proCasp3 act 3, EBNA-1 inhibitor -15, RPL19A TOR yeast 97 and ZTA DNA inh -2.
CN(C)C(CNC1CC(C)(C)NC(C)(C)C1)c1cccc(F)c1 (stereo unspecified) was read as procasp7 counter -3, MEP2 TOR yeast 103, AHR act -1, LAP4-GFP MLPCN 104, proCasp3 act 2, EBNA-1 inhibitor 1, RPL19A TOR yeast 99 and ZTA DNA inh -5.

(more compounds)
Cc1ccc2nc(COc3ccc(Cl)cc3)cc(=O)n2c1 was read as procasp7 counter -2, MEP2 TOR yeast 95, AHR act -5, LAP4-GFP MLPCN 100, proCasp3 act 2, EBNA-1 inhibitor 6, RPL19A TOR yeast 91 and ZTA DNA inh 3.
Cc1oc(=O)c(NC(=O)c2ccccc2)cc1C(=O)c1ccccc1 was read as procasp7 counter -4, MEP2 TOR yeast 96, AHR act 0, LAP4-GFP MLPCN 96, proCasp3 act -20, EBNA-1 inhibitor -10, RPL19A TOR yeast 100 and ZTA DNA inh -27.
Screening COc1cc(S(=O)(=O)N(Cc2cccc(OC)c2OC)CC2CCCO2)ccc1-n1cnnn1 (stereo unspecified) returned procasp7 counter 7, MEP2 TOR yeast 114, AHR act -4, LAP4-GFP MLPCN 100, proCasp3 act 1, EBNA-1 inhibitor 6, RPL19A TOR yeast 105 and ZTA DNA inh -9.
Screening CS(=O)(=O)c1nc2ccccc2n1Cc1ccccc1 returned procasp7 counter -5, MEP2 TOR yeast 86, AHR act 0, LAP4-GFP MLPCN 86, proCasp3 act -11, EBNA-1 inhibitor -4, RPL19A TOR yeast 97 and ZTA DNA inh 3.
For Cc1ccc(C(=O)Nc2ccccc2C(=O)N2CCCCCC2)cc1 the results were procasp7 counter 2, MEP2 TOR yeast 101, AHR act 1, LAP4-GFP MLPCN 102, proCasp3 act 5, EBNA-1 inhibitor -3, RPL19A TOR yeast 101 and ZTA DNA inh -5.
CC[C@@]12C(=O)N(c3cccc(F)c3)C(=O)N1[C@H](c1ccc(Cl)cc1)[C@@H]1C(=O)N(C3CCCCC3)C(=O)[C@@H]12 was read as procasp7 counter 6, MEP2 TOR yeast 95, AHR act -1, LAP4-GFP MLPCN 123, proCasp3 act 3, EBNA-1 inhibitor 11, RPL19A TOR yeast 94 and ZTA DNA inh 8.
N/C(=N\OC(=O)c1cccs1)c1cccnc1 was read as procasp7 counter -2, MEP2 TOR yeast 110, AHR act 0, LAP4-GFP MLPCN 105, proCasp3 act 6, EBNA-1 inhibitor -1, RPL19A TOR yeast 112 and ZTA DNA inh -6.
Screening OC(CN1CCCC(C(F)(F)F)C1)c1ccccc1 (stereo unspecified) returned procasp7 counter -2, MEP2 TOR yeast 99, AHR act -2, LAP4-GFP MLPCN 105, proCasp3 act -1, EBNA-1 inhibitor 4, RPL19A TOR yeast 101 and ZTA DNA inh 9.
`COc1ccc(/C(C)=C2/SC(=S)N(CCC(=O)O)C2=O)cc1` gave procasp7 counter -6, MEP2 TOR yeast 95, AHR act -4, LAP4-GFP MLPCN 114, proCasp3 act -3, EBNA-1 inhibitor 2, RPL19A TOR yeast 94 and ZTA DNA inh 16.
CC1=NN(C(N)=S)C(=O)C1N=Nc1ccc(C)c(Br)c1 (stereo unspecified) was read as procasp7 counter 11, MEP2 TOR yeast 107, AHR act 58*, LAP4-GFP MLPCN 99, proCasp3 act 11, EBNA-1 inhibitor 4, RPL19A TOR yeast 104 and ZTA DNA inh -9.
`COc1cc(/C=C2/C(=O)N(c3ccc(Br)cc3)N=C2C)cc([N+](=O)[O-])c1O` gave procasp7 counter 1, MEP2 TOR yeast 94, AHR act 7, proCasp3 act 1, EBNA-1 inhibitor 9, RPL19A TOR yeast 86 and ZTA DNA inh 2.
Screening COc1ccc(C)cc1NC(=O)C1CCCN(S(=O)(=O)c2ccc3[nH]c(=O)ccc3c2)C1 (stereo unspecified) returned procasp7 counter 5, MEP2 TOR yeast 104, AHR act 1, LAP4-GFP MLPCN 98, proCasp3 act -1, EBNA-1 inhibitor -12, RPL19A TOR yeast 103 and ZTA DNA inh 1.
Screening COC(=O)c1[nH]c(C)c(/C(O)=C2\C(=O)C(=O)N(CCN(C)C)C2c2ccco2)c1C (stereo unspecified) returned procasp7 counter -17, MEP2 TOR yeast 106, AHR act 3, LAP4-GFP MLPCN 98, proCasp3 act -9, EBNA-1 inhibitor -7, RPL19A TOR yeast 100 and ZTA DNA inh 7.
Cc1cc(=O)oc2c(C)c(OC(C)C(=O)Nc3ccc(N4CCC(C)CC4)cc3)ccc12 (stereo unspecified) was read as procasp7 counter 3, MEP2 TOR yeast 107, AHR act -1, LAP4-GFP MLPCN 102, proCasp3 act 1, EBNA-1 inhibitor 8, RPL19A TOR yeast 109 and ZTA DNA inh -18.
COc1ccc(Cl)cc1N(CC(=O)N1CCCCCC1)S(C)(=O)=O was read as procasp7 counter 3, MEP2 TOR yeast 110, AHR act 12, LAP4-GFP MLPCN 89, proCasp3 act 0, EBNA-1 inhibitor -4, RPL19A TOR yeast 104 and ZTA DNA inh -13.
For Cc1ccc(NC(=O)C(C)C(=O)Nc2ccc(C)cc2)cc1 the results were procasp7 counter -8, MEP2 TOR yeast 96, AHR act 1, LAP4-GFP MLPCN 95, proCasp3 act -1, EBNA-1 inhibitor -5, RPL19A TOR yeast 99 and ZTA DNA inh 13.
Cc1ccc(-n2nnnc2SCC(=O)NNC(=O)c2ccco2)c(C)c1 was read as procasp7 counter 4, MEP2 TOR yeast 101, AHR act 0, LAP4-GFP MLPCN 96, proCasp3 act 2, EBNA-1 inhibitor -2, RPL19A TOR yeast 100 and ZTA DNA inh -8.
Screening O=C(CC1(O)C(=O)N(Cc2ccc3c(c2)OCO3)c2ccccc21)c1ccccc1 (stereo unspecified) returned procasp7 counter 8, MEP2 TOR yeast 100, AHR act 2, LAP4-GFP MLPCN 97, proCasp3 act 1, EBNA-1 inhibitor -9, RPL19A TOR yeast 101 and ZTA DNA inh 7.
COc1ccc(CNS(=O)(=O)c2ccc3c(c2)N(C(C)=O)CCO3)cc1 was read as procasp7 counter 5, MEP2 TOR yeast 97, AHR act 2, LAP4-GFP MLPCN 85, proCasp3 act 5, EBNA-1 inhibitor -1, RPL19A TOR yeast 96 and ZTA DNA inh 6.
Screening N=c1c2c3c(sc2ncn1N)CCCC3 returned procasp7 counter -5, MEP2 TOR yeast 99, AHR act 23, LAP4-GFP MLPCN 96, proCasp3 act -20, EBNA-1 inhibitor -1, RPL19A TOR yeast 97 and ZTA DNA inh -7.
CCOCCCNC(=S)N1CCC(NC(=O)C23CC4CC(CC(C4)C2)C3)CC1 was read as procasp7 counter 0, MEP2 TOR yeast 103, AHR act 0, LAP4-GFP MLPCN 97, proCasp3 act -4, EBNA-1 inhibitor 3, RPL19A TOR yeast 101 and ZTA DNA inh -19.
`COc1cccc(CC(=O)Nc2ccc(S(=O)(=O)Nc3nc(C)cc(C)n3)cc2)c1` gave procasp7 counter 11, MEP2 TOR yeast 95, AHR act 0, LAP4-GFP MLPCN 100, proCasp3 act 1, EBNA-1 inhibitor 0, RPL19A TOR yeast 95 and ZTA DNA inh 5.
O=C(O)c1cc(S(=O)(=O)N2CCN(S(=O)(=O)c3ccccc3)CC2)ccc1Cl was read as procasp7 counter 2, MEP2 TOR yeast 100, AHR act 1, LAP4-GFP MLPCN 97, proCasp3 act -1, EBNA-1 inhibitor -11, RPL19A TOR yeast 101 and ZTA DNA inh 2.

Bioassay records: PubChem, several laboratories
